H37Rv inhibition – M. tuberculosis growth inhibition, HTS (AID 449762); M. tuberculosis H37Rv growth inhibition, 7H9 media; higher % means a stronger effect; one-dose inhibition, % at 25 µM; IC50 in µM for titrated hits; 330,000 tested, 0.59% active; in the data active = a potency from the dose series; inconclusive = inhibition above about 70% without an active follow-up result;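 also: bacterial growth assessed after seven days of incubation; strong numbers were not always called active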
PhoP GFP inhibition – Inhibition of PhoP regulon, Salmonella typhi GFP reporter cells, confirmation, 4 h (AID 1850); Salmonella Typhi PhoP-promoter GFP reporter, fluorescence, 4 h; higher % means a stronger effect; inhibition, % at 50 µM; hits with a dose series show IC50 in µM; 310,000 tested, 0.33% active; in the data active = a potency from the dose series; inconclusive = inhibition mostly from about 25% at the one dose, without a potency; inactive = the rest, 99 in 100 with inhibition below about 19%;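 also: 0% = induced wells with vehicle and 100% = uninduced wells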
influenza NS1A – NS1A inhibition, H1N1 influenza, cell based functional assay (AID 504329); NS1A functional cell-based assay, percent inhibition; higher % means a stronger effect; inhibition, % at 12.5 µM; hits with a dose series show IC50 in µM; 340,000 tested, 0.3% active; in the data active = a potency from the dose series; inconclusive = inhibition above about 27% without an active follow-up result; also: strong numbers were not always called active
M. tuberculosis – growth inhibition of non-replicating M. tuberculosis (AID 488890); Mycobacterium tuberculosis non-replicating, growth inhibition; higher % means a stronger effect; inhibition, % at 25 µM, or IC50 in µM where a hit was titrated; 320,000 tested, 0.39% active; in the data active = a potency from the dose series; inconclusive = inhibition mostly from about 82% at the one dose, without a potency; inactive = the rest, 99 in 100 with inhibition below about 76%;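 also: plate controls were DMSO cells for no effect and high antibiotic wells for full effect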
VEEV TC-83 Vero – inhibitors of VEEV TC-83 cytopathic effect, confirmation, Vero cells (AID 588727) | Vero cells, VEEV TC-83 cytopathic effect inhibition; higher % means a stronger effect | inhibition, % at 20 µM; hits with a dose series show IC50 in µM | 350,000 tested, 0.13% active; in the data active = a potency from the dose series; inconclusive = inhibition mostly from about 14% at the one dose, without a potency; inactive = the rest, 99 in 100 with inhibition below about 12%; also: strong numbers were not always called active
VEEV TC-83 Vero 10K pilot screen – recorded beside VEEV TC-83 Vero, whose call it bears; inhibition, %; measured here: 10K pilot screen inhibition
* = called active by the depositor; i = inactive; u = inconclusive; x = not tested or not shown.

Start of the listing, in advance, 16 compounds:
SMILES	H37Rv inhibition	PhoP GFP inhibition	influenza NS1A	M. tuberculosis	VEEV TC-83 Vero	others
COc1ccc(C2/C(=C(/O)c3ccccc3)C(=O)C(=O)N2CC(C)O)c(OC)c1 (stereo unspecified)	-3%	1%	1%	-4%	3.9%
CC(C)NC(=O)CN1CCC(c2ccccc2)C(O)C1 (stereo unspecified)	4%	4%	-9%	6%	0.3%
Cc1ccc(CNC(=O)CN2C(=O)CSc3ccc(S(=O)(=O)N4CCCCC4)cc32)cc1	7%	14%	3%	7%	1.0%
COc1cc(CN/C(C)=C(\C#N)C(N)=O)cc(OC)c1OC	-8%	-6%	-1%	-7%	7.0%
Cc1ccc(Cl)cc1N1CCN(C(=O)Cc2c(C(=O)O)[nH]c3ccccc23)CC1	0%	-1%	0%	11%	i
CC(=O)Nc1ccc(NC(=O)COC(=O)CCc2nc3ccccc3s2)cc1	8%	-15%	4%	-16%	0.6%
O=C(NCc1ccc(N2CCCC2=O)cc1)c1cc(COc2c(F)cccc2F)on1	4%	4%	-9%	35%	2.1%
Cc1ccc(S(=O)(=O)NC(=NCC(=O)O)c2ccc(F)cc2)cc1	3%	-8%	5%	5%	3.5%	VEEV TC-83 Vero 10K pilot screen=1.3
CC(=O)C1C(c2cccc(F)c2)c2c(n[nH]c2C)CC1(C)O (stereo unspecified)	0%	-4%	-19%	-12%	1.0%
Cc1[nH]c2ccccc2c(=O)c1CN(C)Cc1ccccc1	-3%	11%	19%	-5%	3.1%	VEEV TC-83 Vero 10K pilot screen=0.2
Cc1ccc(N=Nc2c(O)[nH]c(=O)[nH]c2=O)c([N+](=O)[O-])c1	-2%	4%	10%	-7%	6.2%
COc1ccc([C@H]2CC(=O)C=C(c3ccc(Cl)c(C(F)(F)F)c3)C2)cc1	2%	x	6%	44%	i
COc1cccc(N2CCN(c3ccc4nnc(CCC(=O)N5CCC(C)CC5)n4n3)CC2)c1	5%	3%	2%	28%	7.9%
COc1ccc(NS(=O)(=O)c2ccc(F)c(F)c2F)cc1S(=O)(=O)N1CCOCC1	8%	x	-5%	x	4.0%
COc1cc(NC(=O)[C@H]2CSCN2C(=O)[C@@H]2CCC(=O)N2)cc(OC)c1OC	-9%	-9%	-4%	-10%	1.5%
NC(=O)C1CCN(C(=O)CCSCc2ccccc2)CC1	-5%	-2%	-3%	-17%	1.2%

Results, repeating the preview:
SMILES	H37Rv inhibition	PhoP GFP inhibition	influenza NS1A	M. tuberculosis	VEEV TC-83 Vero	others
COc1ccc(C2/C(=C(/O)c3ccccc3)C(=O)C(=O)N2CC(C)O)c(OC)c1 (stereo unspecified)	-3%	1%	1%	-4%	3.9%
CC(C)NC(=O)CN1CCC(c2ccccc2)C(O)C1 (stereo unspecified)	4%	4%	-9%	6%	0.3%
Cc1ccc(CNC(=O)CN2C(=O)CSc3ccc(S(=O)(=O)N4CCCCC4)cc32)cc1	7%	14%	3%	7%	1.0%
COc1cc(CN/C(C)=C(\C#N)C(N)=O)cc(OC)c1OC	-8%	-6%	-1%	-7%	7.0%
Cc1ccc(Cl)cc1N1CCN(C(=O)Cc2c(C(=O)O)[nH]c3ccccc23)CC1	0%	-1%	0%	11%	i
CC(=O)Nc1ccc(NC(=O)COC(=O)CCc2nc3ccccc3s2)cc1	8%	-15%	4%	-16%	0.6%
O=C(NCc1ccc(N2CCCC2=O)cc1)c1cc(COc2c(F)cccc2F)on1	4%	4%	-9%	35%	2.1%
Cc1ccc(S(=O)(=O)NC(=NCC(=O)O)c2ccc(F)cc2)cc1	3%	-8%	5%	5%	3.5%	VEEV TC-83 Vero 10K pilot screen=1.3
CC(=O)C1C(c2cccc(F)c2)c2c(n[nH]c2C)CC1(C)O (stereo unspecified)	0%	-4%	-19%	-12%	1.0%
Cc1[nH]c2ccccc2c(=O)c1CN(C)Cc1ccccc1	-3%	11%	19%	-5%	3.1%	VEEV TC-83 Vero 10K pilot screen=0.2
Cc1ccc(N=Nc2c(O)[nH]c(=O)[nH]c2=O)c([N+](=O)[O-])c1	-2%	4%	10%	-7%	6.2%
COc1ccc([C@H]2CC(=O)C=C(c3ccc(Cl)c(C(F)(F)F)c3)C2)cc1	2%	x	6%	44%	i
COc1cccc(N2CCN(c3ccc4nnc(CCC(=O)N5CCC(C)CC5)n4n3)CC2)c1	5%	3%	2%	28%	7.9%
COc1ccc(NS(=O)(=O)c2ccc(F)c(F)c2F)cc1S(=O)(=O)N1CCOCC1	8%	x	-5%	x	4.0%
COc1cc(NC(=O)[C@H]2CSCN2C(=O)[C@@H]2CCC(=O)N2)cc(OC)c1OC	-9%	-9%	-4%	-10%	1.5%
NC(=O)C1CCN(C(=O)CCSCc2ccccc2)CC1	-5%	-2%	-3%	-17%	1.2%
CCCCC(=O)Nc1ccc(C(=O)Nc2ccc3c(c2)OCO3)cc1	0%	-3%	1%	12%	0.7%
COCCN(C(=O)COC(=O)CCOc1ccccc1)c1c(N)n(Cc2ccccc2)c(=O)[nH]c1=O	3%	-6%	-4%	8%	1.3%
COc1c(C)cc(Br)cc1C(=O)Nc1ccc(C)cc1[N+](=O)[O-]	-14%	-9%	1%	1%	0.1%
O=C(O)Cn1c2c(c3ccccc31)CSc1ccc(Cl)cc1-2	-3%	-19%	21%	4%	0.2%
COc1ccccc1CNC(=O)CCN=C1NS(=O)(=O)c2ccccc21	-11%	x	-8%	2%	2.5%
O=C(CCS(=O)(=O)c1ccc(Br)s1)NCc1cccs1	-4%	-7%	-3%	-5%	0.9%
CN(C)CCCN1C(=O)C(O)=C(C(=O)c2cc3ccccc3o2)C1c1ccccc1 (stereo unspecified)	-1%	7%	-2%	36%	0.6%
O=C(CCn1cccc1)NCc1ccc(Cl)cc1	4%	7%	2%	38%	0.8%
CCOC(=O)C1CCCN(C2=NC(=O)/C(=C/c3ccc(OC)cc3)S2)C1 (stereo unspecified)	-4%	5%	1%	-14%	0.8%

Next section.
SMILES	H37Rv inhibition	PhoP GFP inhibition	influenza NS1A	M. tuberculosis	VEEV TC-83 Vero	others
CCCNC(=O)c1c(N)n(-c2ccc(S(N)(=O)=O)cc2)c2nc3ccccc3nc12	-4%	-10%	2%	-5%	1.7%
COc1ccccc1NC(=O)C1=C(C)NC(=O)NC1c1ccc(C)cc1 (stereo unspecified)	-1%	x	2%	x	1.0%
CC(C)C(C)NC(=O)CN1C(=O)NC2(CCCCCC2)C1=O (stereo unspecified)	4%	-18%	-10%	2%	1.1%
CCOC(=O)c1c(-c2ccc(OC)cc2)oc2cc(Br)c(O)cc12	2%	3%	-1%	-8%	0.3%
Cc1cccc(NS(=O)(=O)c2ccc(C(=O)NCCCN3CCOCC3)cc2)c1C	-3%	-5%	-3%	-10%	1.0%
COc1ccc(CCNC(=O)CSc2ccc(-c3cccs3)nn2)cc1	-3%	2%	0%	14%	0.4%
CCOC(=O)C(C(=O)OCC)C1CCS(=O)(=O)C1 (stereo unspecified)	-4%	3%	0%	-12%	0.3%
Nc1cnc(Nc2ccc(Br)cc2)nc1N	64%	6%	10%	16%	i
Cc1cccc(N(C(=O)c2sc(C)nc2C)C(C(=O)NCC2CCCO2)c2ccccc2)c1 (stereo unspecified)	1%	12%	-2%	-4%	i
Cc1ccc(C(=O)COC(=O)COc2ccccc2O)cc1C	2%	x	-7%	11%	2.9%
COc1ccccc1-n1c(SCC(=O)Nc2nnc(C)s2)nc2c(c1=O)SCC2	1%	-8%	0%	-5%	3.9%
NC(=O)/C(=C\c1ccccc1)NC(=O)/C=C/c1ccccc1	-8%	-10%	-5%	-6%	0.3%
CCn1c(SCC(=O)N/N=C/c2ccccc2OCC(=O)O)nnc1-c1ccc(C)cc1	-9%	7%	-9%	6%	0.4%
COc1c(S(=O)(=O)N2CCN(C)CC2)ccc(Cl)c1Cl	4%	-6%	-2%	0%	0.8%
CCCCCCCCN1[C@@H](CC(=O)OC)c2cc(C(F)(F)F)ccc2S1(=O)=O	1%	-4%	6%	27%	i
COCCn1c(SCC(=O)N2CCc3ccccc32)nc2c(c1=O)SC(C)C2 (stereo unspecified)	0%	-1%	5%	11%	3.6%
CC(CC1CC(C)(C)OC1=O)C(=O)Nc1nncs1 (stereo unspecified)	1%	2%	5%	-11%	1.3%
Cc1cc(C)n(-c2nc(C)nc3c2cnn3-c2ccccc2)n1	1%	-19%	-10%	13%	1.6%
O=C(O)c1cnn2c(C(F)F)cc(C3CC3)nc12	-3%	-5%	-8%	1%	0.4%
Cc1cc(C)n(C(=O)CNC(=O)c2ccc(Cl)cc2Cl)n1	-5%	8%	-6%	-17%	0.4%
Cc1cc(NC(=O)c2cc(Cl)ccc2Cl)no1	-8%	-6%	-4%	-15%	0.6%
Cc1ccc(CC2C(=O)N(c3ncccn3)C(=O)C2C)cc1 (stereo unspecified)	-7%	-10%	-5%	x	i
c1ccc2c(c1)OCC(CNCC1COc3ccccc3O1)O2 (stereo unspecified)	3%	1%	-32%	58%	0.8%
Cc1ccccc1C1NC(=S)NC2=C1C(=O)CCC2 (stereo unspecified)	-1%	-4%	1%	9%	0.3%
CCC(=O)Nc1ccc(C(=O)Cn2ncc(Cl)c(Cl)c2=O)cc1	-4%	1%	-17%	61%	u

More compounds
SMILES	H37Rv inhibition	PhoP GFP inhibition	influenza NS1A	M. tuberculosis	VEEV TC-83 Vero	others
O=C(NCc1ccccc1)C1CCCN(c2nc3ccsc3c(=O)s2)C1 (stereo unspecified)	-6%	-1%	-8%	3%	i
COc1cc2c(OC)cccc2cc1C(=O)O	3%	9%	5%	-2%	0.4%
CCOC(=O)C1CCCN(Cc2nc(C3CC3)no2)C1 (stereo unspecified)	-16%	1%	-1%	0%	i
COCCNC(=S)NNc1ccccc1[N+](=O)[O-]	-7%	3%	0%	-15%	1.1%
CC1CN(c2ccc([N+](=O)[O-])nc2)CC(C)O1 (stereo unspecified)	-3%	4%	-3%	-4%	1.0%
CC(=NNC(N)=O)C1=C(O)C(C(C)C)NC1=O (stereo unspecified)	x	x	-12%	x	i
COc1ccc(C(C#N)Nc2ccccc2)cc1 (stereo unspecified)	-2%	3%	x	5%	x
CC(C)n1c(O)c(C=NCc2cccnc2)c(=O)[nH]c1=S	5%	1%	-3%	-9%	1.0%
COc1cc(OC)cc(C(=O)OCC(=O)Nc2ccc(N3CCCCC3)cc2)c1	-3%	5%	7%	-9%	2.0%
CN(C)c1ccc(C2SCCN2C(=O)c2ccc([N+](=O)[O-])cc2)cc1 (stereo unspecified)	-4%	-4%	8%	33%	3.4%
Cn1cc(/C=C(\NC(=O)c2ccccc2Cl)C(=O)N2CCOCC2)c2ccccc21	2%	1%	-1%	-10%	3.0%
NC(=O)C1CCN(C(=O)CSCc2ccccc2Cl)CC1	-7%	5%	-3%	-5%	i	VEEV TC-83 Vero 10K pilot screen=0.9
CCS(=O)(=O)Nc1ccc(C(=O)NCCSc2ccccc2)cc1	1%	-1%	0%	9%	2.2%
COc1ccc2nc(C)cc(Nc3ccc(N4CCOCC4)cc3)c2c1	6%	9%	14%	u	i
Oc1ccc(Br)cc1Cn1nnc2ccccc21	1%	11%	0%	43%	0.5%
O=C(c1ccc2c(c1)OCO2)N1CCN(c2ccc(F)cc2)CC1	9%	-8%	-2%	-1%	1.3%
CSCCC(NS(=O)(=O)c1ccccc1F)C(=O)NCc1ccncc1 (stereo unspecified)	-7%	-1%	-1%	-10%	1.7%
O=C1CC(/C=C/c2ccc(Cl)cc2)=Nc2ccccc2N1	12µM*	-17%	-5%	70%	59%
COc1cccc(OCc2cc(/C=N/NC(=O)c3ccn[nH]3)ccc2OC)c1	-1%	0%	13%	10%	8.4%
Cc1ccc2c(c1)C=CC(C)N2C(=O)c1ccccc1 (stereo unspecified)	2%	-2%	5%	12%	1.8%
COc1cccc(/C=C/C(=O)c2cccc([N+](=O)[O-])c2)c1	u	-8%	4%	78%	u
CC(=O)O[C@H]1CC[C@@]2(C)C(=CC[C@H]3[C@@H]4CC[C@H](C5(C)OCCO5)[C@@]4(C)CC[C@@H]32)C1	6%	2%	8%	0%	0.3%
CCN(CC)CCCn1c(=S)[nH]c2ncccc2c1=O	-3%	-8%	1%	4%	2.9%
Cc1ccc(S(=O)(=O)N2CCOCC2)cc1NC(=O)COC(=O)C1COc2ccccc2O1 (stereo unspecified)	8%	-3%	-11%	-4%	i
Cc1cc(=O)[nH]c(SCCOc2cccc(C(F)(F)F)c2)n1	-10%	-11%	-29%	34%	2.8%
CCOC(=O)C1CCCN(CCC(=O)Nc2ccc(C)cc2)C1 (stereo unspecified)	5%	-3%	-18%	-4%	3.9%
COc1ccc2[nH]c3c(C)c4cc[n+](C)cc4c(C)c3c2c1	x	x	-22%	x	0.4%
CCC1C(=O)C(CC)C(c2ccccc2)NC1c1ccccc1 (stereo unspecified)	4%	4%	-26%	-11%	0.5%

Screening data (PubChem)

Compounds were not picked by outcome; any-hit rate near 1.6%.
